# ELG1 repair inh = blocks ELG1-dependent DNA repair in HEK293T cells; HEK293T ELG1-luciferase reporter, luminescence, 16 h; DNA damage induced by 5-fluorouridine; Potency, µM (titrated, usually from 46.1 µM), inactives show at the top dose activity change, negative = inhibition, most hits filed as inhibitors; 330,000 compounds, 2.3% hits; AID 504467; further: potency means the concentration at half of the fitted maximal effect; on the % scale 0 is the no-effect control and ±100 the full control effect; nearly all actives have a fitted effect of over 55% in size
#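 Step one: seed 2,000 cells per well. Step two: pin-transfer compound or DMSO alongside 5-fluorouridine. Step three: incubate 16 hr, 37 °C, 5% CO2. Step four: add ONE-Glo, wait 30 min, read luminescence.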
# CXXC DNA block = MLL CXXC-DNA interaction inhibition | MLL-CXXC / FITC-HOXA9 DNA fluorescence polarization | Q03164 | 290,000 compounds, 0.037% hits | Potency, µM (top dose mostly 115 µM), inactives show at the top dose activity change, negative = inhibition, hits mostly inhibitors; active means well fitted inhibition curve with a large enough effect in the polarisation, with a control signal flat, not every such curve was filed as active; inconclusive means small, poorly fitted or top-dose-only effect, or effect the other way, or a change in a side signal; inactive means no such curve, though single readings can be large or run the other way; the % refers to the polarisation; further: potency means the concentration at half of the fitted maximal effect
# Target sequence (Q03164 whole entry, looked up): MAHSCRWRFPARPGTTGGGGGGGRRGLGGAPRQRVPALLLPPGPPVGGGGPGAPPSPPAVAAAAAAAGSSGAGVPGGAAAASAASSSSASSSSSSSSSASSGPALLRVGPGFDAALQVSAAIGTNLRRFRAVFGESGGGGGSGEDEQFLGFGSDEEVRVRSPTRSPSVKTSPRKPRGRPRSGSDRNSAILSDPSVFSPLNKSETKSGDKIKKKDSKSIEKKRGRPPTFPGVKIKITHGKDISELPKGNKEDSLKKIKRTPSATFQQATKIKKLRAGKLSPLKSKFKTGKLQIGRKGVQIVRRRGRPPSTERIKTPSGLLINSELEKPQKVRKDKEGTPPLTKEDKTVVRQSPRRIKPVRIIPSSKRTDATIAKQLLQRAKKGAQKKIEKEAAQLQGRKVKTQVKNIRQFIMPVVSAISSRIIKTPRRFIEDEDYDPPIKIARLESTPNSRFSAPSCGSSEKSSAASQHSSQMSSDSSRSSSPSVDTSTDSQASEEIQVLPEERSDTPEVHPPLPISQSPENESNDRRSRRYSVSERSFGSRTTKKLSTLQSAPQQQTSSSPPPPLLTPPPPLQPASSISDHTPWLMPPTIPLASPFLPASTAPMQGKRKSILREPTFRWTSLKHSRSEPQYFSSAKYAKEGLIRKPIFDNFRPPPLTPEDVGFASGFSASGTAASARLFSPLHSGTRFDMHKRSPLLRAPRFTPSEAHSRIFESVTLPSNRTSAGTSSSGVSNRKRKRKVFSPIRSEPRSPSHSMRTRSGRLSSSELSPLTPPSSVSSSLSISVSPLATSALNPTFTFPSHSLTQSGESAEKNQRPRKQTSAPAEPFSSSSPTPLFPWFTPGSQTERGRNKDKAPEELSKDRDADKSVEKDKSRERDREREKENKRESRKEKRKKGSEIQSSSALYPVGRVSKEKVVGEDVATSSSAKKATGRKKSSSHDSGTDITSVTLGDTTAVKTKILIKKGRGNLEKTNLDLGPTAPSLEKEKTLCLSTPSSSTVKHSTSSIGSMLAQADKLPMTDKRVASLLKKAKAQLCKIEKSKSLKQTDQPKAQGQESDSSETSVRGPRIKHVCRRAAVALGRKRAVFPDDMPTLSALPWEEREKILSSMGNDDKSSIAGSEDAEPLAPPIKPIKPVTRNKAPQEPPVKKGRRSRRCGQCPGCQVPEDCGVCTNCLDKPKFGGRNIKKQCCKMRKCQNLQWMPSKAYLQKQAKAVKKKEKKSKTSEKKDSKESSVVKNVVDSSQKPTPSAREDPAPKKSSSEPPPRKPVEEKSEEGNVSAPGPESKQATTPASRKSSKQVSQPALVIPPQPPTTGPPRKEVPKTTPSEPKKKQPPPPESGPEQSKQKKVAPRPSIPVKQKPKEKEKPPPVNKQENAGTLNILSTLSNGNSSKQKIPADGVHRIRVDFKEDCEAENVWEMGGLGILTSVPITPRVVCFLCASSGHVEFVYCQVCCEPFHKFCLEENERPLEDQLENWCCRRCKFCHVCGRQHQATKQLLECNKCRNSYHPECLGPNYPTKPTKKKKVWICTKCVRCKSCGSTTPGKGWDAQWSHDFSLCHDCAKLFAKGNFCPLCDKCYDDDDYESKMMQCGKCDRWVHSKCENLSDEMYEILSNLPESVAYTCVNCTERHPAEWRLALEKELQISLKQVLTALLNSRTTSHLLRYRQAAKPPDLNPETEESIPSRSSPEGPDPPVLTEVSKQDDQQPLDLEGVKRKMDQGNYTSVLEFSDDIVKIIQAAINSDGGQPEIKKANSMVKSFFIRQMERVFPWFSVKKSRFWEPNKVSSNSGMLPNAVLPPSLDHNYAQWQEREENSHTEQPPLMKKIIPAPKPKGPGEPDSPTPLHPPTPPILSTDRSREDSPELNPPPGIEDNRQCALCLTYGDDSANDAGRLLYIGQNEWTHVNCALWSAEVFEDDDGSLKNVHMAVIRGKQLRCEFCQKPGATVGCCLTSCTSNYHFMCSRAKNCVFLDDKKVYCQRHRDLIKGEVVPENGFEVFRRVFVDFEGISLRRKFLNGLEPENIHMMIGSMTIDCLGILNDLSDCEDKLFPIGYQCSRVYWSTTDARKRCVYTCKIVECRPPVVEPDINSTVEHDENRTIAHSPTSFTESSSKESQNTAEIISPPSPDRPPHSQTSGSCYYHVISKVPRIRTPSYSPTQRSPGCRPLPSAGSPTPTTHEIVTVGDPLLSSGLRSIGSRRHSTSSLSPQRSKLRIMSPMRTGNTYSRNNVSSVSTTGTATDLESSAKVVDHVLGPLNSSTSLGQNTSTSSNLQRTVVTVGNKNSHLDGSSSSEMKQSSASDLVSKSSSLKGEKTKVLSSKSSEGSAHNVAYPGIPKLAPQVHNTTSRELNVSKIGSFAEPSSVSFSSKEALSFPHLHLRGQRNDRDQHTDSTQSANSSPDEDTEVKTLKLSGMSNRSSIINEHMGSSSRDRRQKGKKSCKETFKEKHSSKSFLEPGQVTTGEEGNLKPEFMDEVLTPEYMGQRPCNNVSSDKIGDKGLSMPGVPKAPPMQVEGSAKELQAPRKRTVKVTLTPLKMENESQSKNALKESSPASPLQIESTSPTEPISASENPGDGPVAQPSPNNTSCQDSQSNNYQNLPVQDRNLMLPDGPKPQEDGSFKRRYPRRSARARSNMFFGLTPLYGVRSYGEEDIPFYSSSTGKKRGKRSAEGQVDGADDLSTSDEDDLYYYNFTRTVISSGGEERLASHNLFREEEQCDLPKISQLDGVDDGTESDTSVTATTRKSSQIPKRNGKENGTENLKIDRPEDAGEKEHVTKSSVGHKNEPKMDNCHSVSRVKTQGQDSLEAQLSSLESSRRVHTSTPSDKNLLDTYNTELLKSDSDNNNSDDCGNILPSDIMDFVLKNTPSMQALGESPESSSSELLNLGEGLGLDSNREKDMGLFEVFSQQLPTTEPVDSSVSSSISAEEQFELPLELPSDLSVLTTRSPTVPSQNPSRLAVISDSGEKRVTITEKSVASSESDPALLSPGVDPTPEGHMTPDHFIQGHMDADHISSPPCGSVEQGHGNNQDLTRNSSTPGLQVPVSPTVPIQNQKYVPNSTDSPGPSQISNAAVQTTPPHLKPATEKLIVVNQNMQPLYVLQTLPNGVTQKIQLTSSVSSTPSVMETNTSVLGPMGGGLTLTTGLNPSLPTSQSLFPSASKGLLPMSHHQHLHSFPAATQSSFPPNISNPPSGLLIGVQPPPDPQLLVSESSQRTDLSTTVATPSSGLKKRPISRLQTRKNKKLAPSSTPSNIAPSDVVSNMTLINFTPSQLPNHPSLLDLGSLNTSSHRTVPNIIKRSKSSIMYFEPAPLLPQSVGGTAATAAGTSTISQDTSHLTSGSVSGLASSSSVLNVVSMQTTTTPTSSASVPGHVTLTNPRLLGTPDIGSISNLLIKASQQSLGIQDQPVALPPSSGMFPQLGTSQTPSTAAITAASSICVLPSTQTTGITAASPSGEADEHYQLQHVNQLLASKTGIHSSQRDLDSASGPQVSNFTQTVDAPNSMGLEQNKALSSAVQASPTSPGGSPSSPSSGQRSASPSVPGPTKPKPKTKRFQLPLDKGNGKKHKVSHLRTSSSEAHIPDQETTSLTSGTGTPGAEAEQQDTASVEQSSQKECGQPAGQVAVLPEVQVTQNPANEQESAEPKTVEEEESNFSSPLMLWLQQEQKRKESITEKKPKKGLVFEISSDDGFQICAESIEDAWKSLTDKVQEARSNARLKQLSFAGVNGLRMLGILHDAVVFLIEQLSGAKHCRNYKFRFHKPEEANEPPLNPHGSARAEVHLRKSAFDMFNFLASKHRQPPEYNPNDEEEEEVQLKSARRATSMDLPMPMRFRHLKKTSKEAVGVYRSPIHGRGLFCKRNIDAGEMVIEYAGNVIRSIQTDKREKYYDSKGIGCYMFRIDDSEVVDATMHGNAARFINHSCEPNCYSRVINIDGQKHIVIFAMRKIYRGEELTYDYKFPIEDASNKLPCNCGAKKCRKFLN
#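 Steps: dispense CXXC domain solution (7 uM) → pin compounds or unlabeled HOX-A9 DNA control → 5 min ambient → add FLSN-HOX-A9 solution (50 nM) → spin → 30 min ambient → fluorescence polarization. Tris pH 7.5/NaCl/DTT/BSA buffer.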
# a7 integrin act = integrin-mediated muscular dystrophy alleviation activation; alpha7betagal myoblasts, beta-gal FDG fluorescence, 48 h; Potency, µM (titrated, usually from 38.3 µM), without a hit: at the highest dose activation, usual class: activators; 350,000 compounds, 0.064% hits;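 further: potency means the concentration at half of the fitted maximal effect; 100% = response of the positive control SU9516; nearly all actives have a fitted effect of over 60% in size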
#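 Alpha7betagal+/- myoblasts (passage 13) were plated 16-24 hr, then exposed to compounds (1:260 dilution of DMSO stock) for 48 hours at 37C. After MPER lysis, β-galactosidase reporter activity was read as FDG fluorescence (ex 480/em 540) after 30 minutes.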
# p53 reactivation = re-activators of mutant p53 | Potency, µM (doses to about 92.2 µM), inactives show top-dose activity change, positive = activation, most hits filed as activators | AID 504706 | H1299 p53-A138V BP100-luciferase reporter, luminescence, 24 h | 320,000 compounds, 0.063% hits; further: potency means the concentration at half of the fitted maximal effect; % of control where 0% means no effect; nearly all actives have a fitted effect of over 45% in size
#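 H1299 (p53-null), stable ts p53-A138V + BP100-Luc; 1000 cells/well, Opti-MEM/10% FBS; cpd 4 pt, 1:5; 24 h, 37 deg C, 5% CO2; detection reagent 10 min RT; luminescence.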
# TRPV1 agonist = activates the human vanilloid receptor TRPV1; activation, % at 8.33 µM; 320,000 compounds, 0.19% hits; AID 540275; TRPV1-expressing cells, Fluo-8 calcium influx, agonist mode; in the data active means activation above about 80%; inconclusive means between about 30% and that limit; further: 0% is about no effect
#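 Fluo-8 calcium influx in TRPV1-expressing cells, kinetic read (ex 480/em 520 nm). Compound added and read 3 min for agonist activity, followed by capsaicin at EC20 final and 2 min further read for enhancement.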
# TCR act = T cell receptor activation; primary human leukocytes, anti-CD3, IL-2 HTRF, 48 h; 330,000 tested, under 10 active; AID 504894; Potency, µM (highest dose often 9.22 µM), inactives show top-dose activation of IL-2 secretion, actives largely listed as activators; further: % of control where 0% means no effect
#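 Readout: HTRF IL-2, Eu-cryptate/d2 antibody pair, 320nm excitation, 665nm emission. Stimulus: a-CD3 beads, no co-stimulation. Cells: primary human leukocytes. Exposure: 48 hr with compound.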
# A-T KAP1 phos = potential ataxia-telangiectasia treatment; […] A-T fibroblasts, KAP-1 phosphorylation AlphaLISA; neocarzinostatin DNA damage 30 min before lysis; Potency, µM (highest dose often 57.5 µM), for inactives: at the top dose activation, hits mostly activators; 320,000 compounds, 0.19% hits; AID 485349; further: potency means the concentration at half of the fitted maximal effect; % of control where 0% means no effect; nearly all actives have a fitted effect of over 45% in size
#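 hTERT-immortalized A-T patient fibroblasts ([…]), 500 cells/well in OPTI-MEM, 1% FBS, got compounds for 60 min, then NCS for 30 min at 37C. Lysates were then assayed for phospho-KAP-1 by AlphaLISA (anti-pKAP1 donor, anti-KAP1 acceptor beads), 6 hr at 25C.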
# PTAP TSG101 blk = blocks PTAP/TSG101 interaction to inhibit HIV-1 budding. Q99816. Fluorescence polarization, FITC-PTAP peptide / Tsg101 binding. Potency, µM (doses to about 115 µM), for inactives: at the highest dose activity change, negative = inhibition, usual class: inhibitors. 340,000 tested, under 10 active; active means well fitted inhibition curve with a large enough effect in the main read-out, with a control signal flat, not every such curve was filed as active; inconclusive means small, poorly fitted or top-dose-only effect, or effect the other way, or a change in a side signal; inactive means no such curve, though single readings can be large or run the other way; further: potency means the concentration at half of the fitted maximal effect; % of control where 0% means no effect
#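 Compounds were pin-transferred onto Tsg101 binding domain (10 uM final) in HEPES pH 7.5 buffer, then FITC-PTAP peptide was added at 50 nM final. After 20 min at RT, polarization reported peptide displacement across a qHTS concentration series.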
# B2AR arrestin = recruits beta-arrestin to the human beta2-adrenergic receptor | beta-arrestin recruitment to beta2AR, cell-based reporter | Potency, µM (titrated, usually from 46.1 µM), for inactives: at the top dose activation, actives largely listed as activators | 330,000 compounds, 0.02% hits;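 further: potency means the concentration at half of the fitted maximal effect; 0% = DMSO controls and full agonism = EC100 isoproterenol or metaproterenol; nearly all actives have a fitted effect of over 65% in size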
# BRCA1 expr up = activators of BRCA1 expression; 380,000 compounds, 1.1% hits; MCF7-BRCA1-FFLuc reporter, luminescence, 48 h; response scale: scaled: vehicle 0%, 10 µM genistein 100%; AID 624202; Potency, µM (top dose mostly 46.1 µM), inactives show at the top dose activation, usual class: activators; further: potency means the concentration at half of the fitted maximal effect; nearly all actives have a fitted effect of over 80% in size; some results filed as inactive show a strong effect at the top dose
#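 MCF7 cells carrying a BRCA1-firefly luciferase reporter (2000 cells/well, phenol-red free MEM) were attached for 2 h at 37 °C, then given compounds for 48 h. Luminescence was read 15 min after luciferase reagent; activity normalized to genistein (10 microM) and DMSO.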
# * = called active by the depositor; ? = inconclusive; nt = not tested or not shown; [ ] = another dose, or the depositor's remark. Unless noted, the call rests on the fitted dose curve; in most records, active means well fitted curve in the direction sought with a large enough effect; inconclusive means small, poorly fitted or top-dose-only effect, or another doubt; inactive means no such curve, though single readings can be large; an effect the other way counts as inactive or inconclusive.
smiles | A-T KAP1 phos | CXXC DNA block | PTAP TSG101 blk | ELG1 repair inh | TRPV1 agonist | BRCA1 expr up | B2AR arrestin | p53 reactivation | TCR act | a7 integrin act
O=C(Cn1cc(COc2cc(F)cc(F)c2)nn1)c1ccc(O)cc1 | nt | nt | -2% | nt | nt | 14% | nt | nt | 6% | 0%
Cc1ccc(N=C2C(=O)Nc3ccccc32)cc1C | -13% | 4% | 2% | -3% | -1 | -25% | -0.4% | 12% | nt | 10%
O=C(COC(=O)Cc1cn2ccsc2n1)NCc1ccc2c(c1)OCO2 | 23% | -10% | 0% | 4% | 14 | 0% | -0.6% | 8% | -5% | -3%
CCCN(CC(=O)Nc1ccccc1OC)C(=O)C1=COCCO1 | 7% | nt | 1% | 30% | -3 | 38% | -0.6% | -5% | 9% | 23%
CCC(CC)C(=O)N1CC(=O)Nc2ccc(C)cc2C1c1ccccc1 (stereo not given) | 8% | 2% | 1% | 1% | ? | 2% | -0.1% | -4% | -5% | 0%
O=C(CN1C(=O)COc2ccccc21)NCCCN1CCc2ccccc2C1 | 6% | -2% | -6% | 10% | 7 | -1% | 0.1% | 17% | 0% | 5%
CCN(CC)c1ccc(/C=N/NC(=O)c2c[nH]c3ccccc23)cc1 | 0% | 15% | -10% | 8% | -4 | -52% | -0.2% | 3% | -2%[46.1 µM] | 21%
CCOC(=O)c1c(C)n(C)c2c(C)cc(O)c(OC(=O)CC)c12 | 15% | 3% | 0% | 1% | 3 | 3% | 0.4% | 2% | 0% | -6%
Cn1c(=O)[nH]c(=O)c2c1nc(Sc1ncccn1)n2CCCc1ccccc1 | 4% | 3% | -3% | ? | -2 | -53% | -0.8% | -4% | 1% | -18%
CC1=C(C(=O)N(C)CCC#N)C2(CCCCC2)OC1=O | 0% | -12% | -3% | 8% | 1 | 4% | 0.0% | 2% | 2% | -16%

# Three entries already listed, ordered by SMILES length, ascending:
smiles | A-T KAP1 phos | CXXC DNA block | PTAP TSG101 blk | ELG1 repair inh | TRPV1 agonist | BRCA1 expr up | B2AR arrestin | p53 reactivation | TCR act | a7 integrin act
Cc1ccc(N=C2C(=O)Nc3ccccc32)cc1C | -13% | 4% | 2% | -3% | -1 | -25% | -0.4% | 12% | nt | 10%
CC1=C(C(=O)N(C)CCC#N)C2(CCCCC2)OC1=O | 0% | -12% | -3% | 8% | 1 | 4% | 0.0% | 2% | 2% | -16%
Cn1c(=O)[nH]c(=O)c2c1nc(Sc1ncccn1)n2CCCc1ccccc1 | 4% | 3% | -3% | ? | -2 | -53% | -0.8% | -4% | 1% | -18%

# More compounds follow.
smiles | A-T KAP1 phos | CXXC DNA block | PTAP TSG101 blk | ELG1 repair inh | TRPV1 agonist | BRCA1 expr up | B2AR arrestin | p53 reactivation | TCR act | a7 integrin act
CCOC(=O)c1ccc(NCc2nc3ccccc3n2C)cc1 | -2% | -3% | -7% | ? | 0 | 81% | -1.8% | ? | -1% | 13%
COc1ccc(C(=O)NNC(=O)CSc2nnc(C)n2CC2CCCO2)cc1 (stereo not given) | -5% | 44%[activator] | -1% | 9% | -1 | -4% | -0.4% | 3% | 2% | 27%
Cc1cc(S(=O)(=O)NCCCN2CCOCC2)c(C)cc1Cl | 8% | 0% | -1% | 3% | 0 | -1% | 0.2% | 7% | -1% | 0%
O=C(Nc1nc(-c2ccccn2)cs1)c1ccc([N+](=O)[O-])o1 | -14% | -3% | -4% | ? | -8 | -72% | 3.2% | ? | -6% | -29%
Cc1nc2scc(-c3ccc(C(C)C)cc3)c2c(=O)n1N | 4% | 3% | 0% | ? | 24 | 1% | -0.9% | -6% | -2% | -6%
Cc1ccc(N2CCN(C(=O)c3ccccc3NC(=O)c3ccccc3C(=O)O)CC2)cc1 | -1% | -2% | 1% | ? | 4 | 42% | -0.7% | 12% | 1%[46.1 µM] | 2%
O=C(Nc1cccc(NC(=O)C2CCCO2)c1)C1CCCO1 (stereo not given) | 6% | 26% | -8% | -2% | 2 | 3% | -0.2% | -10% | 0% | -16%
CCO[C@H]1OC(C(=O)N2CCN(Cc3ccc4c(c3)OCO4)CC2)=C[C@@H](c2ccc(Br)cc2)[C@@H]1CCCO | 5% | -18% | nt | ? | ? | -22% | 0.2% | -3% | -3% | -22%
O=C(Nc1ccccc1[N+](=O)[O-])c1cc(S(=O)(=O)N2CCOCC2)cs1 | -1% | -11% | -4% | ? | 29 | 1% | 0.0% | -52%[inhibitor] | -5% | -46%[inhibitor]
CCN1C[C@@H]2[C@@H]3C(=O)N(Cc4ccccc4)C(=O)[C@@H]3[C@](Cc3ccccc3)(C1=O)N2C(=O)c1ccc(C)cc1 | nt | nt | -3% | nt | nt | 0% | nt | nt | -3% | 15%
CC(=O)NC(NC(=S)Nc1ccc(N=Nc2ccccc2C)cc1C)C(Cl)(Cl)Cl (stereo not given) | -2% | 10% | -7% | 0% | -7 | -24% | -0.3% | 25% | 0% | 21%
COc1ccc(Br)cc1CN(C)CC(=O)Nc1c(Cl)ccc(C)c1Cl | 3% | 8% | -4% | ? | 25 | -41% | -0.5% | -9% | -6%[46.1 µM] | -2%
Cc1ccc(C(=O)N/C(=C\c2ccccc2)C(=O)NCc2cccnc2)cc1 | -2% | -2% | 0% | -2% | -1 | -13% | -0.1% | 0% | -4% | 16%
O=c1c(Cl)c(N2CCCCC2)cnn1-c1nc2ccccc2[nH]1 | -9% | 1% | 1% | ? | -8 | -99%[inhibitor] | -0.6% | -11% | 6% | -5%
Oc1cc2ccccc2nc1-c1ccccc1Cl | 3% | -4% | -5% | -3% | 2 | 0% | 0.5% | 4% | 1% | 14%
COc1ccc(NC(=O)CCC(=O)N2CCCC2)c([N+](=O)[O-])c1 | 1% | -4% | -5% | 1% | -2 | 32% | -0.1% | ? | -4% | 23%
O=C(COc1ccccc1/C=C1\SC(=O)NC1=O)Nc1ccc(F)cc1 | -1% | 12% | 0% | -7% | 0 | -47% | -0.3% | -2% | -2% | 7%
S=C(NCCc1ccc(Cl)cc1)NCc1ccccc1 | 3% | 31%[activator] | -2% | 17% | ? | 59% | -0.3% | 4% | -3% | 14%
COC(=O)C1=C(C)OC(N)=C(C#N)C1c1cc2cc(C)ccc2nc1Cl (stereo not given) | 3% | 5% | -4% | 3% | 2 | 1% | -0.2% | 12% | -3% | -8%
CCOCCCNC(=O)c1ccccc1NC(=O)C1=C(C)OCCS1 | -2% | 2% | -3% | -8% | 2 | 26% | 0.3% | -2% | 13% | 20%
Cc1cccc(N/C(N)=N/c2nc(C)cc(=O)[nH]2)c1 | 7%[11.5 µM] | -12% | -1% | -3% | 1 | -16% | 0.1% | -1% | -6% | -13%
O=C(NN=C1CCCC1)c1n[nH]c2c1CCCC2 | -9% | 2% | -12% | ? | -1 | ? | 0.0% | 11% | 4% | -3%
O=C(COC(=O)c1cc(=O)[nH]c2ccc(Br)cc12)c1ccccc1 | 8% | 22% | -2% | -10% | 1 | -8% | 0.1% | -5% | -1% | -7%
CCOC(=O)N1C2c3ccccc3C(c3ccccc32)N1C(=O)OCC | nt | nt | 0% | nt | nt | -18% | nt | nt | -5% | -5%
COc1cc(C)ccc1OCCOc1c(Cl)cc(Cl)cc1Cl | 22% | 4% | 2% | 14% | -3 | 3% | -0.3% | 0% | -6% | -2%
COc1ccccc1NS(=O)(=O)c1cccc(NC(=O)Cc2cccs2)c1 | -3% | -2% | 0% | 0% | 6 | -42% | -0.4% | 4% | 6%[46.1 µM] | -20%

# Results in PTAP TSG101 blk, p53 reactivation and B2AR arrestin, for some of the entries so far:
compound | PTAP TSG101 blk | p53 reactivation | B2AR arrestin
Cc1cccc(N/C(N)=N/c2nc(C)cc(=O)[nH]2)c1 | -1% | -1% | 0.1%
O=C(NN=C1CCCC1)c1n[nH]c2c1CCCC2 | -12% | 11% | 0.0%
O=C(COC(=O)c1cc(=O)[nH]c2ccc(Br)cc12)c1ccccc1 | -2% | -5% | 0.1%
CCOC(=O)N1C2c3ccccc3C(c3ccccc32)N1C(=O)OCC | 0% | nt | nt
COc1cc(C)ccc1OCCOc1c(Cl)cc(Cl)cc1Cl | 2% | 0% | -0.3%
COc1ccccc1NS(=O)(=O)c1cccc(NC(=O)Cc2cccs2)c1 | 0% | 4% | -0.4%

# Assay outcomes from PubChem.
